HepG2 viability: counter-screen for TGF-b inhibitors: cytotoxicity in HepG2 cells | HepG2 CAGA-GFP viability, ATP luminescence, 18 h | Potency, µM (highest dose often 46.1 µM), for inactives: top-dose activity change, negative = cytotoxicity, most hits filed as cytotoxic | 410,000 compounds, 0.76% hits; further: potency means the concentration at half of the fitted maximal effect; some results filed as inactive show a strong effect at the top dose
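HepG2 CAGA-GFP cells (1000/well, DMEM with 1% FBS) received compound, then TGF-beta at 500 pg/mL final, and were incubated 18 hours at 37 degrees C. Viability was read by CellTiter-Glo luminescence. Media-only wells were set as complete cell-killing and DMSO as no toxicity.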
TGFb SMAD3 inh: blocks TGF-b signaling | HepG2 CAGA-GFP TGF-b/SMAD3 reporter, GFP fluorescence, 18 h; TGF-beta stimulated, 500 pg/mL final | Potency, µM (highest dose often 46.1 µM), for inactives: at the highest dose activity, negative = inhibition, actives largely listed as inhibitors | 410,000 compounds, 1.2% hits | AID 588855; further: potency means the concentration at half of the fitted maximal effect; on the % scale 0 is the no-effect control and ±100 the full control effect; nearly all actives have a fitted effect of over 65% in size
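Inhibition was scored as loss of TGF-beta-induced (500 pg/mL final, 18 hours, 37 degrees C) GFP in HEPG2 cells carrying a CAGA-GFP reporter, in DMEM with 1% FBS. Well GFP was summed per cell; Activity was normalised to unstimulated and stimulated DMSO wells, then concentration-response fitting.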
Nrf2 block: blocks Nrf2 signaling; 360,000 compounds, 2.1% hits; Potency, µM (top dose mostly 46 µM), for the others: at the highest dose activity change, negative = inhibition, most hits filed as inhibitors; A549 ARE-Fluc reporter, luciferase luminescence, 18-24 h; further: potency means the concentration at half of the fitted maximal effect; on the % scale 0 is the no-effect control and ±100 the full control effect; nearly all actives have a fitted effect of over 60% in size
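Cells were seeded and rested 2 h, then exposed to compounds for 18-24 h. CellTiter-Fluor was read first as a viability measure. BugLite was added 15 min before the final luminescent read of ARE-luciferase activity in A549 cells.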
MmCpn inh: M. maripaludis TRiC chaperonin inhibition; 330,000 compounds, 0.031% hits; purified Mm-Cpn ATPase, ADP Transcreener TR-FRET; Potency, µM (highest dose often 76.9 µM), for inactives: top-dose activity, negative = inhibition, usual class: inhibitors; AID 504842; further: potency means the concentration at half of the fitted maximal effect; on the % scale 0 is the no-effect control and ±100 the full control effect; nearly all actives have a fitted effect of over 80% in size
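Purified archaeal chaperonin (25 nM final) was preincubated with compound for 10 min at 37°C, then ATP (10 uM final) was added for 30 min at 37°C in Tris pH 7.4/KCl/MgCl2/DTT buffer. ADP was quantified by HTRF Transcreener TR-FRET.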
CCT chaperon mod: cytosolic chaperonin activity modulation; purified chaperonin ATPase assay, HTRF ADP detection, 30 min; activity change, % (concentration not given with the values), hits read low; 360,000 compounds, 0.3% hits; AID 651819; in the data active means activity change below about -30%; further: on the % scale 0 is the no-effect control and ±100 the full control effect
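First, chaperonin was dispensed at 40 nM or 20 nM final depending on batch activity. Next, compounds were pinned at 76 uM and ATP added at 10 uM. After 30 min at 37 °C, ADP detection reagents ran 30 min at ambient temperature.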
S2 tox: viability counter-screen for ATXN expression inhibitors; S2 cells (HEK-293 line with an ATXN2-luciferase reporter) viability, CellTiter-Fluor protease fluorescence, 24 h; Potency, µM (titrated, usually from 56.7 µM), hits mostly cytotoxic; 400,000 compounds, 0.49% hits; further: potency means the concentration at half of the fitted maximal effect; nearly all actives have a fitted effect of over 40% in size
Akt phos inh: inhibitors of Akt phosphorylation. Neuro2A IGF-stimulated pAkt S473 HTRF, 20 min; active compounds read low. activity change, % for hits at 50 µM. 360,000 compounds, 0.32% hits; in the data active means activity change below about -80%; inconclusive means mostly about -51% to -80%; further: on the % scale 0 is the no-effect control and ±100 the full control effect
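Single-point screen (50 µM final compound) in Neuro2A cells stimulated 20 min with 6 nM IGF at 37 deg C. After lysis, Ser473-phosphorylated Akt read by HTRF (ex 330 nm, em 615/665 nm) as the 665/615 ratio.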
Nrf2 ARE act: Nrf2 pathway activation | AREc32 ARE-luciferase reporter (MCF7-derived line), luminescence, 24 h | Potency, µM (top dose mostly 46.1 µM), for the others: top-dose activation, hits mostly activators | 410,000 compounds, 0.31% hits | AID 624171; further: potency means the concentration at half of the fitted maximal effect; % of control where 0% means no effect; nearly all actives have a fitted effect of over 65% in size
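AREc32 cells carrying an ARE-driven firefly luciferase, 1000 cells/well in OPTI-MEM with 5% FBS, dosed after overnight attachment and incubated 24 hr at 37 deg C. Steady-Glo luminescence read after 30 min at RT.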
A549 tox: kills or reduces viability of A549 cells in Nrf2 counter-screen. A549 ARE-Fluc cells, CellTiter-Fluor viability, 18-24 h. Potency, µM (top dose mostly 46 µM), for the others: at the highest dose activity change, negative = cytotoxicity, most hits filed as inhibitors. 390,000 compounds, 0.16% hits. AID 504648; further: potency means the concentration at half of the fitted maximal effect; on the % scale 0 is the no-effect control and ±100 the full control effect
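A549 ARE_Fluc cells in 5% FBS OPTI-MEM were exposed to compounds in concentration-response for 18-24 h at 37 deg C. Viability was read by CellTiter-Fluor fluorescence (Ex 405/Em 525) after 30 min, before the luciferase read.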
* = called active by the depositor; i = inactive; ? = inconclusive; nt = no result given; [ ] = remark or other dose. Unless noted, the call rests on the fitted dose curve; in most records, active means well fitted curve in the direction sought with a large enough effect; inconclusive means small, poorly fitted or top-dose-only effect, or another doubt; inactive means no such curve, though single readings can be large; an effect the other way counts as inactive or inconclusive.

The line under a structure holds: HepG2 viability, TGFb SMAD3 inh, Nrf2 block, MmCpn inh, CCT chaperon mod, S2 tox, Akt phos inh, Nrf2 ARE act, A549 tox
Cc1cccc(N2CCN(C(=O)c3cccc(-n4c(C)nc5cccnc54)c3)CC2)c1C
  -29%, -17%, ?, nt, nt, nt, nt, -0.6%, 9%
CCOc1ccc(NC(=O)N(Cc2cn(CC)c3ccccc23)C2CCCCCC2)cc1
  -16%, ?, ?, nt, nt, nt, nt, -1.1%, ?
Cc1cc(/C=c2\sc3nc4ccccc4n3c2=O)c(C)n1-c1ccc(C(=O)O)cc1
  -7%, ?, -4%, 0%, -1.2, nt, i, 0.9%, 0%
O=C(NCCCN1CCOCC1)c1ccc2c(c1)N(Cc1cccc(Cl)c1)C(=O)c1ccccc1S2
  11µM*, ?, nt, nt, nt, nt, nt, -4.4%, -2%
O=C(COc1ccc(C(=S)N2CCOCC2)cc1Cl)Nc1ccccc1Cl
  -55%, -8%, 5%, -2%, -0.1, i, i, 0.3%, 3%
O=C(COC(=O)Cn1nnc2ccccc21)NC1CCCC1
  0%, 0%, ?, -4%, 0.8, i, i, 1.2%, 8%
COC(=O)Cn1nnc(N2CCOCC2)n1
  29%, 1%, 5%, -6%, -1.1, i, i, -0.2%, 2%
C(=N\Nc1ccc2nncn2n1)/c1ccccn1
  -1%, 2%, ?, -2%, 0.0, i, i, 0.4%, -17%
COc1ccc(OCCn2cc(C(=O)c3ccco3)c3ccccc32)cc1
  -2%, 1%, -28%, nt, nt, ?, nt, 5.5%, ?
S=C(NCC1COc2ccccc2O1)Nc1ccc(Br)cc1 (stereo unspecified)
  -22%, 22µM*, -16%, 1%, -3.1, i, i, 0.9%, ?
Nc1nc(SCC(=O)N2CCOCC2)[nH]c(=O)c1-c1ccccc1
  1%, -6%, -10%, 0%, -1.3, i, i, -0.9%, -5%
COc1cc(SC)ccc1C(=O)NNC(=O)c1cc(C)oc1C
  7.9µM*, 10%, ?, -2%, -6.5, ?, i, -0.9%, 0%
CCN(C(=O)CSc1ncccc1C(=O)O)C1CCCCC1
  -3%, 11%, 9%, 1%, -0.7, i, i, -0.2%, 0%
CCOCCCNC(=O)C(NC(=O)Cc1c[nH]c2ccccc12)c1ccccc1 (stereo unspecified)
  1%, 34%[activator], 1%, 0%, -3.7, i, i, 0.1%, 0%
CN(CCc1nc2ccc(Cl)cc2[nH]1)Cc1nc(CC2CC2)no1
  -15%, -24%, 0%, 3%, -2.9, i, i, 4.4%, -2%
COc1cc(OC)c(S(=O)(=O)N2CCCCC2)cc1S(=O)(=O)N1CCCCC1
  1%, 0%, -14%, -3%, 0.6, ?, i, -0.1%, -7%
COc1cc(CCN2C(=O)N[C@@H](CCc3ccccc3)C(C(C)=O)=C2C)cc(OC)c1OC
  2%, 3%, 2%, 1%, 0.4, i, i, 4.3%, -3%
COc1cc(Cl)c(C)cc1NC(=O)Cn1cnc2sc(C)c(S(=O)(=O)N3CCCCC3)c2c1=O
  -6%, ?, 14%[9.27 µM], nt, nt, ?, nt, 6.1%, -15%
Cc1nnc(NC(=O)Nc2ccc(Cl)c(Cl)c2)s1
  -44%, -12%, ?, 0%, -1.6, i, i, 2.5%, -25%
O=C(Nc1ccc(C(F)(F)F)cc1)c1cc(S(=O)(=O)NC2CCCCC2)ccc1F
  -103%, 13µM*, nt, nt, nt, ?, nt, -2.5%, -11%

3 entries from above, field by field:
> COc1cc(Cl)c(C)cc1NC(=O)Cn1cnc2sc(C)c(S(=O)(=O)N3CCCCC3)c2c1=O
  HepG2 viability: -6% | TGFb SMAD3 inh: ? | Nrf2 block: 14%[9.27 µM] | MmCpn inh: nt | CCT chaperon mod: nt | S2 tox: ? | Akt phos inh: nt | Nrf2 ARE act: 6.1% | A549 tox: -15%

> CCOCCCNC(=O)C(NC(=O)Cc1c[nH]c2ccccc12)c1ccccc1 (stereo unspecified)
  HepG2 viability: 1% | TGFb SMAD3 inh: 34%[activator] | Nrf2 block: 1% | MmCpn inh: 0% | CCT chaperon mod: -3.7 | S2 tox: i | Akt phos inh: i | Nrf2 ARE act: 0.1% | A549 tox: 0%

> Cc1nnc(NC(=O)Nc2ccc(Cl)c(Cl)c2)s1
  HepG2 viability: -44% | TGFb SMAD3 inh: -12% | Nrf2 block: ? | MmCpn inh: 0% | CCT chaperon mod: -1.6 | S2 tox: i | Akt phos inh: i | Nrf2 ARE act: 2.5% | A549 tox: -25%

(list continues)
The line under a structure holds: HepG2 viability, TGFb SMAD3 inh, Nrf2 block, MmCpn inh, CCT chaperon mod, S2 tox, Akt phos inh, Nrf2 ARE act, A549 tox
O=C(OCc1cnc(Cl)s1)c1ccc(Cl)cc1
  0%, 18%, nt, -1%, 2.9, i, i, 0.2%, 3%
COCCn1c(CNC(=O)c2ccccc2C)nc2cccnc21
  -9%, -17%, nt, nt, nt, nt, nt, -0.7%, 9%
CCOc1ccc(S(=O)(=O)NCC(c2ccco2)S(=O)(=O)c2ccc(F)cc2)cc1 (stereo unspecified)
  -9%, -5%, nt, nt, nt, nt, nt, 6.2%, -2%
COc1ccc(NC(=O)N2c3ccccc3CC2C)cc1OC (stereo unspecified)
  1%, 0%, 3%, 0%, -1.3, nt, nt, 2.3%, -7%
Cc1cnc(C(=O)OCC(=O)c2ccc(Cl)cc2)cn1
  -1%, 17%, 0%, 0%, -0.2, i, i, -0.2%, -1%
Cc1cccc(C)c1NC(=S)N(Cc1cccs1)C1CCCC1
  -11%, -9%, -24%, 1%, 0.0, i, i, -0.1%, -16%
CSc1cccc(NC(=O)NCc2cccc(CNC(=O)Nc3cccc(SC)c3)c2)c1
  13µM*, ?, ?, 0%, -1.4, ?, i, 0.3%, -11%
O=C(Nc1cc(S(=O)(=O)N2CCCCC2)ccc1Cl)C1COc2ccccc2O1 (stereo unspecified)
  -29%, ?, -17%, 0%, -1.3, i, i, 0.4%, 5%
Cc1nc(SCC(=O)Nc2c(C)n(C)n(-c3ccccc3)c2=O)c(C#N)c(C)c1C
  -13%, ?, -1%, ?, -0.2, i, i, -0.4%, 10%
COC(=O)C[C@@H]1C[C@H]2c3cc(NC(=O)CC4CC4)ccc3O[C@H]2[C@@H](CO)O1
  0%, 10%, nt, nt, 0.0, i, i, -0.5%, nt
Cc1oc(-c2ccccc2F)nc1CN1CCC(C(=O)NCc2ccco2)CC1
  -32%, 3%, -29%, 0%, -0.8, i, i, -0.1%, -8%
Cc1ccc(S(=O)(=O)N2CCN(CC(=O)N/N=C\c3ccncc3)CC2)cc1
  -7%, 2%, -8%, 3%, -1.5, i, i, -0.7%, 7%
COc1ccc(CN2C(=NC(=O)CCc3ccccc3)SC3CS(=O)(=O)CC32)cc1 (stereo unspecified)
  -20%, ?, 11%, -2%, -3.3, i, i, -0.5%, -1%
Cc1ccc(NC(=O)c2ccc3nccnc3c2)c(C)c1
  6%, 15%, ?, 2%, -2.9, ?, i, 0.3%, -18%
S=c1[nH]nc(-c2ccncc2)n1/N=C/c1ccccc1
  -5%, -20%, ?, 0%, -0.4, i, i, 3.0%, 1%
CCOC(=O)C1CCN(C(=O)c2ccccc2Oc2ccccc2)CC1
  -14%, -11%, -16%, 0%, -1.6, i, i, -0.8%, -7%
Cc1ccc(S(=O)(=O)N2C[C@@H](C)[C@]3(C2)[C@H](O)[C@H](OC(=O)NCc2ccccc2F)C[C@H]2C(=O)N(c4ccccc4)C(=O)[C@H]23)cc1
  -26%, -18%, nt, nt, 1.0, i, i, 2.4%, nt
C[C@@H]1CN([C@@H](C)CO)C(=O)c2cc(Br)cnc2O[C@H]1CN(C)C(=O)Nc1ccccc1
  17%, -4%, nt, nt, -4.2, i, i, -0.8%, nt
Cc1cc(CN(C)C(=O)CCc2nnc(Cc3cccc(C(F)(F)F)c3)o2)on1
  4%, 4%, ?, -1%, -2.6, i, i, 2.9%, 6%
Cc1oc2cc(OCc3cnn(-c4ccccc4)c3)ccc2c(=O)c1Oc1ccccc1F
  -22%, 5%, 10%, -3%, 0.4, i, i, -0.5%, 2%
CN1C(=O)C(C(=O)NC(C)(C)C)C2c3ccccc3OC13CCCCC23 (stereo unspecified)
  -14%, -4%, -18%, 1%, -1.5, i, i, 0.1%, nt
Cc1ccc(C(=O)C=CC=Cc2ccccc2)cc1
  -4%, -8%, nt, nt, -0.7, i, i, 23%, nt
O=C(NCc1ccc(F)cc1)c1cccc(S(=O)(=O)N2CCOCC2)c1
  -11%, 15%, 0%, 0%, -1.6, i, i, 0.1%, 0%
CCOC(=O)c1sc(=S)n(-c2ccccc2)c1C
  -17%, 16%, -6%, -2%, -0.8, i, i, -0.5%, -12%
CCOCCCN(C(=O)c1snc(C(N)=O)c1N)C(C(=O)NC1CCCC1)c1ccc(F)cc1 (stereo unspecified)
  -6%, -4%, -25%, -1%, 2.0, ?, i, 3.1%, -15%
CN(C)CCCOC(=O)c1cc2ccccc2o1
  11%, -10%, ?, -1%, -2.9, i, nt, -0.9%, -5%
CCOc1ccccc1NC(=O)C1C2CCC3C(CCC21)C3(Cl)Cl (stereo unspecified)
  -5%, -10%, 1%, -2%, -1.3, i, i, 0.0%, 27%
COCCn1c(=S)[nH]c2ncccc2c1=O
  4%, 5%, ?, -1%, -1.7, i, -109%*, -0.4%, 0%
CCCCc1nnc(NC(=O)CSc2nc(O)c(-c3ccccc3)c(=O)[nH]2)s1
  16%, -10%, 5%, 1%, 0.1, i, i, -0.3%, -7%
COc1ccccc1CNC(=O)C1CCCCN1S(=O)(=O)c1ccccc1 (stereo unspecified)
  -26%, 4%, -22%, 0%, 1.0, i, i, -0.3%, 1%
CCCc1cc(=O)[nH]c(SCc2nc3ccccc3s2)n1
  -34%, 0%, -3%, 3%, -1.3, i, i, 0.3%, -15%
O=C(NC1CCCCCC1)c1ccc(=O)n(Cc2ccccc2)n1
  -1%, 2%, -14%, -5%, -0.1, i, i, 0.4%, -6%

Screening data (PubChem)
